# Screening data: PubChem, National Center for Advancing Translational Sciences (NCATS)
# GLP-1R inv ag – acts as inverse agonist at human GLP-1 receptor | hit rate 1.6% among 410,000 | HEK293 GLP-1R CRE-luciferase, luminescence, 24 h; GLP-1R form is constitutively active | Potency, µM (top dose mostly 38.3 µM), for inactives: at the top dose activity change, negative = inhibition, hits mostly inhibitors | AID 624417; also: potency is read from the fitted curve at half-maximal effect; % is scaled to controls: 0 for no effect and ±100 for the full control effect; nearly all actives have a fitted effect of over 55% in size
#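 Using stably transfected HEK293 (constitutively active GLP-1R, cAMP-luciferase reporter), compounds were incubated 24 hr and luciferase measured by luminescence.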
# Akt phos inh – Akt phosphorylation inhibition. Neuro2A IGF-stimulated pAkt S473 HTRF, 20 min; active compounds read low. AID 651550. activity change, % for hits at 50 µM. hit rate 0.32% among 360,000; in the data active = activity change below about -80%; inconclusive = mostly about -51% to -80%; also: % is scaled to controls: 0 for no effect and ±100 for the full control effect
#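 Neuro2A cells (4,500/well, DMEM with 0.5% FBS) were treated with compound at a single 50 µM final concentration, stimulated with 6 nM IGF for 20 min at 37 °C, and lysed. Phospho-Akt Ser473 was read by HTRF as 665/615 ratio ×10^4.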
# TDP43 rescue – TDP-43 toxicity inhibition in yeast; TDP-43 expressing yeast growth rescue, BacTiter-Glo, 24 h; Potency, µM (highest dose often 46.1 µM), inactives show at the highest dose growth rescue (activation), usual class: activators; hit rate 1.8% among 410,000; AID 652104; also: potency is read from the fitted curve at half-maximal effect; % of control where 0% means no effect; nearly all actives have a fitted effect of over 50% in size
#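 In this qHTS, compounds that restore growth of yeast expressing TDP-43 appear as activators. Cells (OD600=0.02, galactose medium, raffinose-pregrown) are incubated with compound 24 hr at 30 deg C and growth is quantified by BacTiter-Glo.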
# DRD3 antagonist – antagonists of human D3 dopamine receptor | D3R cells, DiscoveRx beta-arrestin luminescence, antagonist mode; active compounds read low | max response, negative = inhibition, % | hit rate 2.5% among 360,000 | AID 652054; in the data active = max response below about -50%; inconclusive = no clear call, values can overlap the other calls; also: % is scaled to controls: 0 for no effect and ±100 for the full control effect; mostly tested at two doses, the higher about 12 µM
# Target sequence (P35462 whole entry, looked up): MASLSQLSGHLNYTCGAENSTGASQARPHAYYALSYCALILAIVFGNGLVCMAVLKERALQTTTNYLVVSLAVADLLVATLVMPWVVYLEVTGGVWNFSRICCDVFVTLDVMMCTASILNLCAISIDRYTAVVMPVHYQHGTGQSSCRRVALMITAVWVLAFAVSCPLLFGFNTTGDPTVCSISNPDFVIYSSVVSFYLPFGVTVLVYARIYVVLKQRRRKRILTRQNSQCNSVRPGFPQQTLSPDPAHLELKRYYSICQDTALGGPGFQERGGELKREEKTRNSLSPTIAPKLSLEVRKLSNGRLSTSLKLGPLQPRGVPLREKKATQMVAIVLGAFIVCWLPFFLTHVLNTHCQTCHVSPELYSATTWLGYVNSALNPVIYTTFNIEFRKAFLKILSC
#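 Cells plated overnight at 1500 cells/well, then exposed to library compounds with dopamine controls for 90 minutes at 37 degrees C. DiscoveRx reagent added for 30–60 minutes at room temperature; luminescence read, quantitative HTS format.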
# PTHR1 agonist – activates the human parathyroid hormone receptor PTHR1. Q03431. HEK293 GP2 PTHR1 cells, GloSensor cAMP luminescence, 1 h. Potency, µM (series often up to 115 µM), for the others: at the highest dose activation, most hits filed as activators. hit rate 0.075% among 410,000; also: potency is read from the fitted curve at half-maximal effect; nearly all actives have a fitted effect of over 55% in size; some results filed as inactive show a strong effect at the top dose; inactives centre near -15; many of its hits are not listed in these tables
# Target sequence (Q03431 whole entry, looked up): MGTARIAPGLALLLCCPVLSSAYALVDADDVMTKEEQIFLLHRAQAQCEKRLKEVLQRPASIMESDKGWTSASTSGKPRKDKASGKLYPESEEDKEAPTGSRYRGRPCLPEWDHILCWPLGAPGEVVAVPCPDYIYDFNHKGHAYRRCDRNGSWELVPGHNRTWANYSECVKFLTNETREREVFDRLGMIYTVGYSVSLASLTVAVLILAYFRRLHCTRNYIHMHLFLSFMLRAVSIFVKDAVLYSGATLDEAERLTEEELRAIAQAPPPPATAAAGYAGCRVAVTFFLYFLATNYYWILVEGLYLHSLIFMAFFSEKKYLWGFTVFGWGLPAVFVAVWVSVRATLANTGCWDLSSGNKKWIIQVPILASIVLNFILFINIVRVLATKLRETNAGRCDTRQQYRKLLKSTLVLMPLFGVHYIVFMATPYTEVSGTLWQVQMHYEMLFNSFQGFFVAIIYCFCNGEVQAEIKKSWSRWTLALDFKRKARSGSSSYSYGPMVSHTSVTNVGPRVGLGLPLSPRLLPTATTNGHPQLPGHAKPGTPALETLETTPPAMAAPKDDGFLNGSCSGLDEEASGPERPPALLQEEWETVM
#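 HEK-293-derived GP2 cells expressing PTHR1 and a GloSensor cAMP reporter, 3,000/well, plated overnight, given luciferin plus IBMX (each 0.5 mM as added) for 1 h at 37 °C, then compound for 1 h at 37 °C. Luminescence was read after 15 min at room temperature.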
# aSyn rescue – inhibitors of alpha-synuclein toxicity in yeast; Potency, µM (titrated, usually from 46.1 µM), without a hit: at the top dose growth rescue (activation), hits mostly activators; hit rate 0.14% among 370,000; Yeast expressing alpha-synuclein, growth rescue, BacTiter-Glo, 24 h; AID 652106; also: potency is read from the fitted curve at half-maximal effect; % of control where 0% means no effect; nearly all actives have a fitted effect of over 65% in size
#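 Galactose-induced alpha-syn yeast (OD600=0.02, raffinose-pregrown) + pinned cpd, 24 hr, 30 deg C; growth by BacTiter-Glo luminescence. Growth restoration scores as activation.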
# FUS suppressor – FUS proteinopathy suppression in yeast | S. cerevisiae FUS-expressing, growth rescue, OD600, 24 h | Potency, µM (series often up to 76.6 µM), for inactives: at the top dose growth rescue (activation), usual class: activators | hit rate 0.24% among 390,000 | AID 1347120;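 also: potency is read from the fitted curve at half-maximal effect; plate controls were DMSO vehicle for no effect and reference control for full effect; nearly all actives have a fitted effect of over 55% in size; some results filed as inactive show a strong effect at the top dose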
#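 Restored growth of FUS-toxic S. cerevisiae, read as 600 nm absorbance after 24 h at 30C in galactose medium (starting OD 0.005). Controls CP55940 and DMSO.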
# GLP1R ag – activates the human GLP-1 receptor; HEK293 GLP-1R CRE-luciferase, luminescence, 4-6 h; cells express a hypersensitive GLP-1R form; hit rate 0.007% among 380,000; P43220; AID 624172; Potency, µM (titrated, usually from 45.6 µM), without a hit: top-dose activation, usual class: activators; also: potency is read from the fitted curve at half-maximal effect; % of control where 0% means no effect
# Abeta yeast res – A-beta toxicity reversal in yeast. Potency, µM (series often up to 46.1 µM), without a hit: at the highest dose growth rescue, actives largely listed as activators. hit rate 0.063% among 410,000. yeast expressing A-beta42, growth rescue, OD600, 48 h; response scale: 0% DMSO, 100% iron-clioquinol control. AID 1347071; also: potency is read from the fitted curve at half-maximal effect; nearly all actives have a fitted effect of over 55% in size
#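 Yeast A-beta toxicity model in growth medium with pinned compounds, 48 h at 30 C; growth read as absorbance at 600 nm. Normalized to FeCl3/clioquinol equimolar mix (positive) and DMSO (negative).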
# * marks the source's active call; other numbers are inactive results; i = inactive; ? = inconclusive; . = no result given; [ ] = remark or other dose. Unless noted, calls follow the shape of the dose curve; as a rule, active = well fitted curve in the direction sought with a large enough effect; inconclusive = small, poorly fitted or top-dose-only effect, or another doubt; inactive = no such curve, though single readings can be large; an effect the other way counts as inactive or inconclusive. Some of the compounds tested, so the mix of outcomes need not match the whole.
SMILES,GLP-1R inv ag,Akt phos inh,TDP43 rescue,DRD3 antagonist,PTHR1 agonist,aSyn rescue,FUS suppressor,GLP1R ag,Abeta yeast res
Cc1sc2ncnc(SCC(=O)N(C)C3CCS(=O)(=O)C3)c2c1C (stereo unspecified),0%[7.66 µM],i,11%,8,i,1%,-7%,0%,-1%
CCNc1cc(S(=O)(=O)C(F)(F)F)ccc1N,?,i,?,12,-21%,7%,.,7%,?
O=C(c1ccco1)N1CCN(c2ncnc3scc(-c4cccs4)c23)CC1,0%,i,?,59,-18%[57.5 µM],0%,38%,-1%,-16%
CC(C)NC(=O)NC(=O)COC(=O)c1ccccc1O,5%,i,.,-27,-1%,8%,10%,5%,4%
CCOc1ccc(NC(C)C(=O)N/N=C/c2cccs2)cc1 (stereo unspecified),?,i,20%,2,i,6%,7%,3%,1%
O=C(Nc1ccc(OCC(=O)N2CCOCC2)cc1)Nc1cccc2ccccc12,-1%[7.66 µM],i,3%,17,i,0%,18%,2%,8%
CC(=O)c1cccc(NC(=O)COC(=O)c2cccc(N3C(=O)c4ccccc4C3=O)c2)c1,14%,i,-15%,30,-31%[inhibitor],-3%,20%,9%,1%
CN1CCc2c(sc3c2C(=O)NC(c2ccc(-c4cccc(Cl)c4)o2)N3)C1 (stereo unspecified),-30%,i,17%,-2,-6%,-1%,15%,-6%,-9%
COc1ccc(C)cc1-n1nnnc1SCC1CCCCO1 (stereo unspecified),?,i,-22%,-7,-11%[57.5 µM],?,18%,2%,-28%
Cc1cc(NC(=O)C2CC=CCC2C(=O)O)no1 (stereo unspecified),1%,i,9%,-54*,-3%,-2%,-16%,-10%,7%
O=C(Nc1ccccc1)O/N=C(\c1ccccc1)c1ccccn1,0%,i,-15%,-18,i,1%,13%,-5%,4%
COc1ccc(S(=O)(=O)c2nnn(-c3ccc(C(C)C)cc3)c2C)cc1,-8%,.,11%,.,-4%,.,-15%,.,-11%
O=C(COc1ccccc1)Nc1ccc(OCc2cc(=O)n3ccsc3n2)cc1,14%,.,?,.,i,.,-35%,1%,1%
Clc1cc(Cl)cc(CN2CCSCC2)c1,-9%,i,9%,3,-18%,-4%,-7%,-2%,0%
CCOC(=O)N1CCN(C(=O)c2cnc3n(c2=O)CCS3)CC1,20%,i,11%,8,i,1%,1%,-3%,12%
O=C(/C=C/c1ccco1)Nc1ccccc1C(=O)O,-27%[7.66 µM],i,10%[9.22 µM],6,-27%,-14%,4%,-2%,-20%
COc1ccc2oc(=O)c(-c3nc4ccc(C)cc4[nH]3)cc2c1,-17%,.,9%,.,i,.,5%,.,3%
CCN(CC)CCNC(=O)c1ccc(NC(=O)c2cn(-c3ccccc3)nc2-c2cccs2)cc1,?,i,14%,-11,-23%,-1%,21%,15%,5%
CCCCCCCCOC(=O)c1c(CSC(=N)N)n(C)c2cc(Br)c(OC(C)=O)cc12,?,i,-89%[inhibitor],21,-10%,-72%[inhibitor],?,-5%,-55%[inhibitor]
COc1ccc(Cl)cc1NC(=O)Cn1c2ncccc2c(=O)n1-c1ccc(C)c(C)c1,12%,.,17%,.,-18%,.,-16%,.,-9%
C=CCNC(=S)NNC(=O)c1ccc(OC(C)C)cc1,-3%,.,-6%,19,7%,.,17%,1%,-12%
Cc1ccc2cccc(NC(=O)C(C)(C)Oc3ccc(Br)cc3)c2n1,?,.,8%,.,i,0%,14%,25%,-18%
CC(C)C[C@@H](CSc1ccc(Br)cc1)N1CCN(CC(C)C)CCC1=O,?,i,-4%,-50*,-13%,-2%,-6%,9%,2%
CCCOC(=O)Nc1cccc(C(C)=O)c1,11%,i,21%,-1,i,12%,-1%,-2%,3%
CCOC(=O)c1c(-c2ccccc2)csc1NC(=S)N(CC)CC,?,i,?,14,-6%,13%,15%,14%,-2%
c1ccc2c(c1)nnn2Cc1nnc2sc(-c3ccc4c(c3)OCCO4)nn12,3%,i,-21%,3,i,-53%[inhibitor],0%,4%,-2%
Cc1ccc(C)n1-c1ccc(C(=O)N/N=C/c2ccncc2)cc1,1%,i,-10%,0,-21%,-7%,19%,2%,-19%
CC(C)c1ccc(NC(=O)C2(C)Cc3c(-c4ccccc4)ccnc3O2)cc1 (stereo unspecified),-12%,i,18%,?,i,-5%,17%,8%,7%
CCOc1ccc(C(=O)Nc2cccc(NC(=O)c3ccc(C(C)(C)C)cc3)c2)cc1Br,-7%,.,?,.,-15%,.,42%,.,6%
Cc1ccc(/C=N/NC(=O)c2cc3c(ccc4ccccc43)o2)o1,?,i,?,27,-34%[inhibitor],3%,19%,3%,2%
CC(C)(C)c1ccc(C(=O)NC2(C(F)(F)F)C(=O)Nc3c2c(=O)[nH]c(=O)n3-c2ccccc2)cc1 (stereo unspecified),-9%,.,16%,.,-1%,.,15%,.,0%
CS(=O)(=O)c1ccc(C(=O)N2CCN(S(=O)(=O)c3ccc(C4CCCCC4)cc3)CC2)cc1,-2%,i,-22%,-19,-24%,-12%,6%,10%,-4%
COCC(=O)Nc1ccc(Br)cc1,1%,i,-18%,0,-1%,-10%,6%,-9%,-10%
CCOC(=O)c1ccccc1NC(=O)c1cccc([N+](=O)[O-])c1,6%,i,-6%,5,i,-8%,6%,6%,-4%
Cc1c(C)n(CC(O)CN(CCO)CCO)c2ccccc12 (stereo unspecified),-1%,i,-12%[1.82 µM],-29,-3%,2%,15%,11%,-4%
CCc1c(C)c2cc(Cl)c(O)c(CN(CC)CC)c2oc1=O,9%,i,-17%,-13,-17%[57.5 µM],-3%,25%,-13%,7%

# Some of the entries so far, bar-delimited:
canonical_smiles | GLP-1R inv ag | Akt phos inh | TDP43 rescue | DRD3 antagonist | PTHR1 agonist | aSyn rescue | FUS suppressor | GLP1R ag | Abeta yeast res
CCOC(=O)c1c(-c2ccccc2)csc1NC(=S)N(CC)CC | ? | i | ? | 14 | -6% | 13% | 15% | 14% | -2%
c1ccc2c(c1)nnn2Cc1nnc2sc(-c3ccc4c(c3)OCCO4)nn12 | 3% | i | -21% | 3 | i | -53%[inhibitor] | 0% | 4% | -2%
Cc1ccc(C)n1-c1ccc(C(=O)N/N=C/c2ccncc2)cc1 | 1% | i | -10% | 0 | -21% | -7% | 19% | 2% | -19%
CC(C)c1ccc(NC(=O)C2(C)Cc3c(-c4ccccc4)ccnc3O2)cc1 (stereo unspecified) | -12% | i | 18% | ? | i | -5% | 17% | 8% | 7%
CCOc1ccc(C(=O)Nc2cccc(NC(=O)c3ccc(C(C)(C)C)cc3)c2)cc1Br | -7% | . | ? | . | -15% | . | 42% | . | 6%
Cc1ccc(/C=N/NC(=O)c2cc3c(ccc4ccccc43)o2)o1 | ? | i | ? | 27 | -34%[inhibitor] | 3% | 19% | 3% | 2%
CC(C)(C)c1ccc(C(=O)NC2(C(F)(F)F)C(=O)Nc3c2c(=O)[nH]c(=O)n3-c2ccccc2)cc1 (stereo unspecified) | -9% | . | 16% | . | -1% | . | 15% | . | 0%
CS(=O)(=O)c1ccc(C(=O)N2CCN(S(=O)(=O)c3ccc(C4CCCCC4)cc3)CC2)cc1 | -2% | i | -22% | -19 | -24% | -12% | 6% | 10% | -4%
COCC(=O)Nc1ccc(Br)cc1 | 1% | i | -18% | 0 | -1% | -10% | 6% | -9% | -10%

# The listing continues.
SMILES,GLP-1R inv ag,Akt phos inh,TDP43 rescue,DRD3 antagonist,PTHR1 agonist,aSyn rescue,FUS suppressor,GLP1R ag,Abeta yeast res
COc1cc(C(=O)NNC(=O)Cc2cccs2)cc(OC)c1OC,11%,i,14%,10,i,4%,-5%,4%,-1%
CC1CCCN(S(=O)(=O)c2ccc(NC(=O)Cn3nnc(-c4ccccc4F)n3)cc2)C1 (stereo unspecified),?,i,-5%,6,i,1%,?,-6%,25%
Cc1cccc(NC(=O)C(C)Oc2ccc(C)nc2[N+](=O)[O-])c1 (stereo unspecified),87%[activator],i,?,9,-15%,2%,-22%,?,-7%
COc1ccc(C(=O)Nc2ccc(Cl)cc2C(=O)N2CCOCC2)cc1,4%,i,18%,2,-15%,-8%,.,-15%,-4%
Cc1cc(NC(=O)c2cnn3cccnc23)n(-c2ccccc2)n1,63%[activator],.,-14%,-14,i,0%,19%,3%,6%
O=C(NCCc1ccco1)c1cc(COc2cccc(C(F)(F)F)c2)on1,?,i,?,-15,-41%[inhibitor],-15%,11%,4%,-17%
Cn1nc(-c2ccc(Cl)cc2)c2cc(C(=O)NCCCN3CCOCC3)sc21,-14%,i,6%,?,-22%,-2%,-20%,-3%,-16%
CC(C)(C)NC(=O)CSc1nc(-c2ccccc2)cc(=O)[nH]1,3%,i,-9%,-1,i,1%,-3%,6%,-3%
CN(C)C(C)(C)C#CC(O)(c1ccccc1)c1ccccc1,-22%,i,16%,-5,-77%[inhibitor],3%,-33%,-3%,5%
O=P(COCCOCCOCP(=O)(c1ccccc1)c1ccccc1)(c1ccccc1)c1ccccc1,9%,i,-10%,0,i,-1%,5%,7%,3%
Fc1ccc(-c2ncc3ccccn23)cc1,0%[0.307 µM],i,-5%,-6,-59%[inhibitor],0%,15%,4%,5%
Cc1ccc(Nc2ncnc3c2cnn3C)cc1,42%[activator],i,?,7,i,-10%,-31%,11%,6%
O=C(C1=C(O)C(=O)N(c2ncccn2)C1c1cccc(Cl)c1)c1ccco1 (stereo unspecified),0%,i,-6%,-74*,-2%,8%,29%,-6%,6%
N#Cc1cc2c(=O)n3ccccc3nc2n(CCCn2ccnc2)c1=N,19%,i,24%,20,-4%,0%,-2%,9%,6%
COc1ccc(C(=O)NCCSc2c(C)[nH]c3ccccc23)cc1,?,.,?,.,-92%[inhibitor],.,29%,.,?
Cn1cnc2c1c(=O)[nH]c(=O)n2Cc1ccccc1,20%,i,-1%,-4,24%,-6%,2%,-5%,-6%
